# PTAP TSG101 blk: blocks PTAP/TSG101 interaction to inhibit HIV-1 budding | Q99816 | Fluorescence polarization, FITC-PTAP peptide / Tsg101 binding | Potency, µM (top dose mostly 115 µM), without a hit: top-dose activity change, negative = inhibition, actives largely listed as inhibitors | 340,000 tested, under 10 active; active means well fitted inhibition curve with a large enough effect in the main read-out, with a control signal flat, not every such curve was filed as active; inconclusive means small, poorly fitted or top-dose-only effect, or effect the other way, or a change in a side signal; inactive means no such curve, though single readings can be large or run the other way; further: potency means the concentration at half of the fitted maximal effect; % of control where 0% means no effect
#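 Fluorescence polarization binding of Tsg101 binding domain (10 uM final) to FITC-labeled PTAP peptide (50 nM final) in HEPES pH 7.5 buffer with NaCl, Tween 20, EDTA, TCEP. Compounds added before peptide; binding 20 min at RT.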
# a7 integrin act: integrin-mediated muscular dystrophy alleviation activation | alpha7betagal myoblasts, beta-gal FDG fluorescence, 48 h | AID 624291 | 350,000 compounds, 0.064% hits | Potency, µM (series often up to 38.3 µM), for inactives: top-dose activation, usual class: activators;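 further: potency means the concentration at half of the fitted maximal effect; 100% = response of the positive control SU9516; nearly all actives have a fitted effect of over 60% in size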
#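 Alpha7betagal+/- myoblasts (passage 13) were plated 16-24 hr, then exposed to compounds (1:260 dilution of DMSO stock) for 48 hours at 37C. After MPER lysis, β-galactosidase reporter activity was read as FDG fluorescence (ex 480/em 540) after 30 minutes.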
# MLL CXXC-DNA inh: MLL CXXC-DNA interaction inhibition. Q03164. MLL-CXXC / FITC-HOXA9 DNA fluorescence polarization. Potency, µM (doses to about 115 µM), for inactives: top-dose activity change, negative = inhibition, usual class: inhibitors. 290,000 compounds, 0.037% hits. AID 2662; active means well fitted inhibition curve with a large enough effect in the polarisation, with a control signal flat, not every such curve was filed as active; inconclusive means small, poorly fitted or top-dose-only effect, or effect the other way, or a change in a side signal; inactive means no such curve, though single readings can be large or run the other way; the % refers to the polarisation; further: potency means the concentration at half of the fitted maximal effect
#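 Fluorescence polarization: 7 uM MLL-CXXC (stock) preincubated 5 min with compounds, then 50 nM fluorescein-HOX-A9 DNA (stock) added; 30 min ambient. Buffer 50 mM Tris-HCl pH 7.5, 50 mM NaCl, 1 mM DTT, 0.05% BSA.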
# TRPV1 ag: agonists of human vanilloid receptor 1 (TRPV1) | 320,000 compounds, 0.19% hits | Q8NER1 | activation, % at 8.33 µM | TRPV1-expressing cells, Fluo-8 calcium influx, agonist mode; in the data active means activation above about 80%; inconclusive means between about 30% and that limit; further: 0% is about no effect
# Target sequence (Q8NER1 whole entry, looked up): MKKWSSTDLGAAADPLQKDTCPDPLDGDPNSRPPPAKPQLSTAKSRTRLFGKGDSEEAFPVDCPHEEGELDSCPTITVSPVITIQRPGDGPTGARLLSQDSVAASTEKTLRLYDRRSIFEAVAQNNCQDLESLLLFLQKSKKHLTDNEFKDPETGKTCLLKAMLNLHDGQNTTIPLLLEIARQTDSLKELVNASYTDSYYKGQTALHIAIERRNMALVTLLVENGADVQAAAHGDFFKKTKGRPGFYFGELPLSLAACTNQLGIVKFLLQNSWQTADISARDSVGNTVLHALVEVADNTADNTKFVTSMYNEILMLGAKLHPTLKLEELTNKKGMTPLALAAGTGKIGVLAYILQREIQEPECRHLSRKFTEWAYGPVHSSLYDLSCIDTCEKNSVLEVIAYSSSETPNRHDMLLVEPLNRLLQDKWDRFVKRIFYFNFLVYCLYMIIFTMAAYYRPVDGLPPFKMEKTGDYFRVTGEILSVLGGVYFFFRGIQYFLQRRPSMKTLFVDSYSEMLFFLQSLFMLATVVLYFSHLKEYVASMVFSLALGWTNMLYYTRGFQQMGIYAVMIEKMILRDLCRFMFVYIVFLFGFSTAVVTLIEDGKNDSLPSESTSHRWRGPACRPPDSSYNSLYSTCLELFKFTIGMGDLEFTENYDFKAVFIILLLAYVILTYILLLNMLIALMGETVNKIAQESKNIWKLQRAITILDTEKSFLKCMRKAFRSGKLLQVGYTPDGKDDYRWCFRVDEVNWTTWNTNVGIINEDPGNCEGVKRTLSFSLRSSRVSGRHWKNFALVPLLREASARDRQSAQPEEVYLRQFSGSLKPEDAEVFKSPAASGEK
#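 TRPV1-expressing cells were cultured overnight at 35.5C and loaded with Fluo-8 calcium dye for 40 to 90 min at room temperature. After a 10 s baseline, compound was added and calcium influx was read kinetically for 3 min (ex 480/em 520 nm).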
# A-T KAP1 phos: candidate therapy for ataxia-telangiectasia | […] A-T fibroblasts, KAP-1 phosphorylation AlphaLISA; neocarzinostatin DNA damage 30 min before lysis | Potency, µM (titrated, usually from 57.5 µM), without a hit: top-dose activation, most hits filed as activators | 320,000 compounds, 0.19% hits | AID 485349; further: potency means the concentration at half of the fitted maximal effect; % of control where 0% means no effect; nearly all actives have a fitted effect of over 45% in size
#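 ATM-like activity read as KAP-1 phosphorylation via AlphaLISA donor/acceptor antibody pairs after lysis and 6 hr at 25C. Cells were ATM-null patient fibroblasts ([…], hTERT), dosed 60 min, then exposed to the DSB inducer NCS for 30 min.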
# BRCA1 expr up: BRCA1 expression activation | AID 624202 | MCF7-BRCA1-FFLuc reporter, luminescence, 48 h; response scale: scaled: vehicle 0%, 10 µM genistein 100% | Potency, µM (doses to about 46.1 µM), inactives show top-dose activation, hits mostly activators | 380,000 compounds, 1.1% hits; further: potency means the concentration at half of the fitted maximal effect; nearly all actives have a fitted effect of over 80% in size; some results filed as inactive show a strong effect at the top dose
#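 Reporter cells (MCF7, BRCA1 promoter-firefly luciferase) received library compounds across a concentration series for 48 h. End-point luminescence was measured and concentration-effect curves derived after normalization.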
# B2AR arrestin: beta2AR (human) beta-arrestin recruitment activity | P07550 | beta-arrestin recruitment to beta2AR, cell-based reporter | Potency, µM (top dose mostly 46.1 µM), inactives show at the top dose activation, usual class: activators | 330,000 compounds, 0.02% hits | AID 492947;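 further: potency means the concentration at half of the fitted maximal effect; 0% = DMSO controls and full agonism = EC100 isoproterenol or metaproterenol; nearly all actives have a fitted effect of over 65% in size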
# ELG1 repair inh: blocks ELG1-dependent DNA repair in HEK293T cells. 330,000 compounds, 2.3% hits. Potency, µM (top dose mostly 46.1 µM), inactives show at the highest dose activity change, negative = inhibition, actives largely listed as inhibitors. AID 504467. HEK293T ELG1-luciferase reporter, luminescence, 16 h; DNA damage induced by 5-fluorouridine; further: potency means the concentration at half of the fitted maximal effect; on the % scale 0 is the no-effect control and ±100 the full control effect; nearly all actives have a fitted effect of over 55% in size
#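 DMSO vehicle served as the neutral condition. Each well held 2,000 cells given 5-fluorouridine plus compound; after 16 hr at 37 °C/5% CO2, ONE-Glo was added and luciferase measured 30 min later.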
# p53 reactivator: mutant p53 re-activation in reporter cells; AID 504706; 320,000 compounds, 0.063% hits; Potency, µM (titrated, usually from 92.2 µM), inactives show at the highest dose activity change, positive = activation, most hits filed as activators; H1299 p53-A138V BP100-luciferase reporter, luminescence, 24 h; further: potency means the concentration at half of the fitted maximal effect; % of control where 0% means no effect; nearly all actives have a fitted effect of over 45% in size
#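 H1299 (p53-null), stable ts p53-A138V + BP100-Luc; 1000 cells/well, Opti-MEM/10% FBS; cpd 4 pt, 1:5; 24 h, 37 deg C, 5% CO2; detection reagent 10 min RT; luminescence.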
# TCR act: activates T cell receptor signaling | primary human leukocytes, anti-CD3, IL-2 HTRF, 48 h | Potency, µM (titrated, usually from 9.22 µM), without a hit: at the top dose activation of IL-2 secretion, hits mostly activators | 330,000 tested, under 10 active | AID 504894; further: % of control where 0% means no effect
#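 IL-2 produced over 48 hr by a-CD3 bead-stimulated primary human leukocytes exposed to compounds was detected with a homogeneous time-resolved FRET immunoassay, 665nm acceptor signal after 320nm excitation.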
# Active calls of the source: *; ? = inconclusive; . = no result given; & = joins results of further samples; [ ] = another dose, or the depositor's remark. Unless noted, the call rests on the fitted dose curve; in most records, active means well fitted curve in the direction sought with a large enough effect; inconclusive means small, poorly fitted or top-dose-only effect, or another doubt; inactive means no such curve, though single readings can be large; an effect the other way counts as inactive or inconclusive.
SMILES,PTAP TSG101 blk,a7 integrin act,MLL CXXC-DNA inh,TRPV1 ag,A-T KAP1 phos,BRCA1 expr up,B2AR arrestin,ELG1 repair inh,p53 reactivator,TCR act
COc1ccc(N2CCN(C(=O)c3cn(C)c(=O)c4c3c3ccccc3n4C)CC2)cc1,-3%,0%,1%,-1,-1%,-56%,-0.1%,?,-16%,9%
O=C(Cc1cccc2ccccc12)N/N=C/c1ccc(F)cc1,2%,40%,0%,2,-4%,-4%,-0.1%,8%,0%,1%
COc1cccc(Nc2nc3ccccc3c(=O)[nH]2)c1,1%,11%,14%,3,4%,0%,0.0%,?,15%,-5%
COc1ccc(S(=O)(=O)Nc2ccc3c(c2)OCO3)cc1C,-7%,0%,21%,-2,3%,-4%,-0.2%,-13%,0%,-2%
CN(C)c1ncc(S(=O)(=O)c2ccc(Cl)cc2)c(-c2ccc(Cl)cc2Cl)n1,-2%,7%,7%,1,16%,-42%,0.3%,0%,-2%,-1%
Cc1ccc(S(=O)(=O)NC(=O)COc2ccccc2C)cc1,-1%,1%,-3%,0,.,3%,-1.6%,16%,-7%,4%[46.1 µM]
COc1cc(/C=C2\SC(c3ccc(C)cc3)=NC2=O)cc(OC)c1OC,?,-19%,0%,1,-13%,-3%,3.1%,12%,-3%,0%
O=S(=O)(NCc1ccccc1)NCc1ccccc1,-2%,10%,0%,4,1%,25%,0.2%,-9%,-2%,5%
CCOC(=O)c1cnc2sc3c(n2c1=O)CCCC3,-3%,-51%[inhibitor],-3%,2,2%,0%,-3.5%,-14%,18%,0%
CC(C)c1nc(SCC(=O)Nc2cccc(S(N)(=O)=O)c2)n[nH]1,-14%,9%,-1%,-1,.,-4%,-0.3%,8%,-1%,-6%
C=C(C)[C@@H]1CC[C@]2(C(=O)O)CC[C@]3(C)C(CCC4[C@@]5(C)CC[C@H](O)C(C)(C)C5CC[C@]43C)C12 (some centres undefined),-6%,-23%,-6%,1,3%,-46%,-0.4%,3%,.,3%
CCN1CCN(c2cc(SC(C)C)nc(-c3ccc(OC)cc3)n2)CC1,-1%,-44%,33%,8,-8%,-74%,0.4%,2%,-2%,9%
COc1cc2c(cc1OC)CN(CC(=O)Nc1ccc(S(=O)(=O)N(C)C)cc1)CC2,-2%,-8%,15%,10,5%,8%,0.1%,-14%,-1%,-3%
COc1cccc(C2=CC(c3cccc(OC)c3OC)n3nnnc3N2)c1 (centres undefined),-2%,-14%,-1%,6,14%,4%,0.3%,-2%,?,5%
COC(=O)CC(NC(=O)Nc1ccccc1F)c1ccc2c(c1)OCO2 (centres undefined),-7%,-18%,15%,5,3%,-5%,-0.2%,12%,-2%,7%
O=CNCc1nc2ccccc2n1CCCc1ccccc1,-4%,23%,-5%,8,5%,-7%,-0.4%,-2%,.,3%
CC(=O)Nc1cccc(NC(=O)CN2c3cccc4cccc(c34)S2(=O)=O)c1,-4%,4%,.,-5,13%,-9%,-0.1%,?,-14%,7%
NS(=O)(=O)c1cccc(NC(=O)CSc2n[nH]c(-c3cccs3)n2)c1,-2%,-17%,.,-4,4%,-5%,-0.5%,25%,10%,.
CCC(C)CCN1CCN=C1N(C)C (centres undefined),1%,11%,.,1,2%,3%,0.0%,7%,-1%,1%
CCc1cccc(C)c1Nc1nc2ccccc2n2cnnc12,-1%,?,?,22,-4%,-18%,-0.5%,?,-6%,8%
CCOCc1nnc(NC(=O)c2ccc3c(c2)OCO3)s1,-4%,17%,.,.,.,93%,.,.,.,-1%
CCOc1ccc(/C(O)=C2/C(=O)C(=O)N(CCCN3CCOCC3)C2c2ccc(C)cc2)cc1C (centres undefined),-2%,-10%,0%,4,2%,-24%,-1.2%,-2%,4%,-16%
CCOc1ccc(CCNC(=O)c2cc3c(s2)CS(=O)(=O)C3)cc1OCC,0%,-23%,-3%,?,-3%,0%,-0.2%,9%,1%,-43%
O=C(Nc1ccc(C(=O)N2CCC(N3CCCC3)CC2)cc1)c1ccc(Br)o1,-2%,-13%,.,-2,16%,13%,0.4%,27%,-10%,2%
Cn1c(=O)c2c(nc(CN3CCN(C(=O)c4ccco4)CC3)n2CCc2ccccc2)n(C)c1=O,-1%,-17%,21%,2,-10%,2%,-1.1%,-26%,24%,-2%
CC(C)c1c(C(=O)N/N=C/c2ccc(OCc3ccc(F)cc3)cc2)nnn1-c1nonc1N,1%,18%,3%,6,-4%,28%,-0.2%,?,19%,0%
N#CCO/N=C/C(=O)Nc1ccc(F)cc1F,-2%,-29%,24%,0,-2%,0%,0.0%,11%,-1%,1%
COc1ccccc1/C=C1\SC(=S)N(CC(=O)NC2CCS(=O)(=O)C2)C1=O (centres undefined),-2%,-8%,3%,7,5%,-3%,-0.8%,4%,6%,2%
CCCn1c(N)c(C(=O)CSc2nc(C)nc3sc(C)c(C)c23)c(=O)[nH]c1=O,-3%,15%,.,-1,-4%,7%,-0.2%,15%,-2%,-2%
Oc1c(C=C2N=c3ccccc3=N2)sc(=S)n1C1CCCCC1,-1%&-4%,21%&25%,11%&1%,-1&2,1%&4%,2%&-24%,0.0%&0.0%,12%&21%,15%&8%,5%&0%[46.1 µM]
O=C(C1CCCN(S(=O)(=O)c2cccc3cccnc23)C1)N1CCN(c2ccc(F)cc2)CC1 (centres undefined),-13%,8%,3%,.,12%,-10%,-0.7%,?,-2%,-2%
COc1ccccc1NS(=O)(=O)c1ccc(C)c(C(=O)NCC(c2cccs2)N2CCOCC2)c1 (centres undefined),-7%,-21%,.,.,.,9%,.,.,.,-13%
CCCC(=O)N1CCN(c2ccc(NC(=O)c3ccco3)cc2)CC1,-3%,25%,-2%,1,-5%,29%,-0.6%,?,10%,.
COc1cc(C(=O)NC(C)Cc2ccccn2)ccc1OC1CCN(C(C)=O)CC1 (centres undefined),-5%,5%,6%,-3,-6%,2%,0.3%,-6%,.,-6%
COCCCNC(=O)c1ccc(Cn2c(=O)c3ccccc3n(Cc3ccc(C)cc3)c2=O)cc1,-3%,-28%,-9%,0,8%,-5%&-35%,-0.2%,36%,1%,-4%
O=C(CCNC(=O)c1ccccc1Cl)Nc1ccc2c(c1)OCO2,63%[activator],16%,7%,2,6%,-1%,0.1%,15%,-1%,-2%

# Continued, overlapping the part above by 2 compounds.
SMILES,PTAP TSG101 blk,a7 integrin act,MLL CXXC-DNA inh,TRPV1 ag,A-T KAP1 phos,BRCA1 expr up,B2AR arrestin,ELG1 repair inh,p53 reactivator,TCR act
COCCCNC(=O)c1ccc(Cn2c(=O)c3ccccc3n(Cc3ccc(C)cc3)c2=O)cc1,-3%,-28%,-9%,0,8%,-5%&-35%,-0.2%,36%,1%,-4%
O=C(CCNC(=O)c1ccccc1Cl)Nc1ccc2c(c1)OCO2,63%[activator],16%,7%,2,6%,-1%,0.1%,15%,-1%,-2%
Cc1nn(-c2ccccc2)c(C)c1C(=O)NCc1ccccc1F,1%,-18%,-1%,15,1%,10%,-0.3%,14%,3%,-1%
CCN1C(=O)[C@H]2[C@H]3CN=C(SCc4ccc(C#N)cc4)N3[C@@](CC)(C(=O)OC)[C@H]2C1=O,-2%,-2%,.,.,4%,-3%,-0.7%,15%,1%,3%[46.1 µM]
COc1cc(C(=O)NNC2=CC(=O)CC(C)(C)C2)cc(OC)c1OC,-8%,11%,11%,1,4%,-4%,0.1%,3%,-2%,-4%[46.1 µM]
CCCC(=O)Nc1ccc(C(=O)NN2C(=O)c3ccccc3C2=O)cc1,0%,20%,-1%,-1,-2%,-22%,-0.9%,?,-4%,5%[46.1 µM]
C/C(Cn1nnc2ccccc21)=N\NC(=O)c1cccc(Br)c1,-1%,6%,7%,15,-4%,-8%,-0.7%,8%,20%,-6%[46.1 µM]
O=C1C2CCCCN2C(=O)N1CCCCN1CCN(c2cccc(Cl)c2)CC1 (centres undefined),-3%,-13%,-4%,0,10%,-7%,0.3%,?,15%,.
CCOC(=O)c1c(C)c(-c2ccccc2)n(CC(=O)NCCCN(CC)CC)c1C,-9%,-69%[inhibitor],13%,1,-4%,-8%,0.2%,4%,12%,1%
COc1ccccc1CNC(=O)c1ccc(S(=O)(=O)N2CCCC2)cc1,-3%,-25%,21%,?,3%,-11%,-0.1%,-3%,-5%,-1%
CCN(CC)C(=O)[C@H]1C[C@H](CC(=O)NC(C)(C)C)C(=O)N2CCc3c([nH]c4cc(CCC(=O)N(C)C)ccc34)[C@]12C,-1%,-8%,.,.,-8%,5%,-0.3%,18%,7%,-3%[46.1 µM]
COc1cccc(-c2onc3ccc(C(=O)/C=C/N(C)C)cc23)c1,-4%,1%,?,-1,-6%,-54%,0.4%,?,?,-28%

# Bioassay records as filed in PubChem BioAssay.

# No enrichment for hits; about 3.8% have a hit in one of these screens.
